E-sel inducer – E-selectin induction on HUVECs | P16581 | HUVEC E-selectin immunofluorescence imaging; normalized: neutral wells 0, TNF-alpha wells 100 | activation, % at 7.58 µM | actives 0.37% (n = 260,000) | AID 686992;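 active = mean E-selectin-positive cell signal at least 10% of the positive control, reached in at least 60% of replicates, without over 20% cell loss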;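 also: in these data hits start at about 27%; measured in HUVEC primary endothelial cells; signal is the percent of cells scored E-selectin positive by PE staining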
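Test system: HUVEC | Signal: Immunofluorescence imaging | Read-out: Percent E-selectin-positive cells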
RAD52 anneal inh – inhibitors of human RAD52 DNA annealing. recombinant RAD52 DNA annealing, FRET fluorescence. AID 651710. P43351. actives 0.46% (n = 360,000). inhibition, % at 18.7 µM;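 active = every replicate showing at least 50% inhibition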
Target sequence (P43351 whole entry, looked up): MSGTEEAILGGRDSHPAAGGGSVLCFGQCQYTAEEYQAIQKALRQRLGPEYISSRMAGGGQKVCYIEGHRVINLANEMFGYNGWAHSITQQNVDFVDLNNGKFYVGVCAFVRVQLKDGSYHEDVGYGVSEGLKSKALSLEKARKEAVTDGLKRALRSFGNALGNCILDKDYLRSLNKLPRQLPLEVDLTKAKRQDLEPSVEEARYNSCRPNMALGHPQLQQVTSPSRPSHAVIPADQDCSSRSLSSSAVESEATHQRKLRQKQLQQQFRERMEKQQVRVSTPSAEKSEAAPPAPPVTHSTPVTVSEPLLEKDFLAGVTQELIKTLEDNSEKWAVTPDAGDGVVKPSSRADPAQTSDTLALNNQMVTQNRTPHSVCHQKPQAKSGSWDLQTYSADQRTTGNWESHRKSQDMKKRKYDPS
ARNT-TACC3 inh – disruptors of human ARNT/TACC3 interaction | inhibition, % at 9.99 µM | Q9Y6A5 | actives 0.66% (n = 390,000) | AlphaScreen His-ARNT PAS-B/GST-TACC3 binding, luminescence; TACC3 fragment carries E629A point mutation;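 active = mean inhibition of replicates at least 50% and at least half of replicates each reaching 50%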;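 also: 0% = complete ARNT plus TACC3 wells and 100% = ARNT alone without TACC3; many hits fall short of the cut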
ERp5 block – ERp5 (human) disulfide isomerase inhibition | Q15084 | ERp5 insulin aggregation, absorbance 650 nm, 90 min | inhibition, % at 9.99 µM | actives 0.05% (n = 350,000) | AID 651711;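 active = mean replicate inhibition above about 25%, with every replicate also reaching it, limit read from the data, passing the limit was not always enough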
esBAF inh – inhibitors of esBAF chromatin remodeling in mouse ES cells | Bmi1-luciferase knock-in reporter, 24 h; 100% = twice the neutral-well signal | reporter increase, % at 12.5 µM | actives 2% (n = 350,000); in the data active = activation above about 40%;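 also: 0% = median of the plate's neutral control wells and 100% = double that signal; a rise in the Bmi1 reporter signal indicates esBAF inhibition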
RAD54 branch – RAD54 (human) branch migration inhibition. Q92698. RAD54 Holliday junction branch migration, FAM/BHQ fluorescence. inhibition, % at 10.4 µM. actives 0.14% (n = 360,000). AID 602329;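 active = mean normalized replicate activity at least 40 and at least half of replicates scoring 40 or more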;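 also: 0% = median of neutral control wells and 100% = median of positive control wells; inhibitors cause a drop in the FAM fluorescence signal; in these data hits start at about 50%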
Casp6 inh – inhibitors of human caspase-6. P55212. purified caspase-6, Z-VEID-R110 cleavage fluorescence. inhibition, % at 12.5 µM. actives 0.53% (n = 350,000);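 active = mean inhibition across replicates at least about 35%, with every replicate also reaching that limit, limit read from the data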;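 also: 0% = median of neutral control wells and 100% = no fluorescence left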
Target sequence (P55212 24-179 limits assumed): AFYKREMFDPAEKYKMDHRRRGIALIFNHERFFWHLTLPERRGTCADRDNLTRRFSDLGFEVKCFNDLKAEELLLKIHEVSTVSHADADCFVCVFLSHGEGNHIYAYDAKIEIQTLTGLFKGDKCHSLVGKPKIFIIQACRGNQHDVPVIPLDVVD
Target sequence (P55212 194-293 limits assumed): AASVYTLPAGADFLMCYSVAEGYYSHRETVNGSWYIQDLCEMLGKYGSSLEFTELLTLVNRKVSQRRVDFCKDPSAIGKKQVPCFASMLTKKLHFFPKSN
PglD DTNB – blocks C. jejuni PglD acetyltransferase activity. purified PglD enzyme, DTNB colorimetric CoA detection. AID 602405. actives 0.098% (n = 360,000). inhibition, % at 12.5 µM; in the data active = inhibition above about 16%, passing the limit was not always enough; also: strong numbers were not always called active
Active calls of the source: *; & = joins results of further samples.

`CCCCCC(C)n1[nH]c(=O)c2c(C)cc(C)nc21` (centres undefined) gave E-sel inducer 0.0, RAD52 anneal inh -5, ARNT-TACC3 inh 7, ERp5 block 0, esBAF inh -5, RAD54 branch -1, Casp6 inh 0 and PglD DTNB 2.
C=CCn1c(SC(F)F)nc2scc(-c3ccco3)c2c1=O was read as RAD52 anneal inh -35, ARNT-TACC3 inh 2, ERp5 block 4, esBAF inh -2, RAD54 branch -3, Casp6 inh -2 and PglD DTNB 6.
For CCC(C(=O)NC(C)(C)C)N(C(=O)Cn1nnc(-c2ccccc2F)n1)c1cnc2ccccc2c1 (centres undefined) the results were RAD52 anneal inh -10, ARNT-TACC3 inh 5, ERp5 block 1 and Casp6 inh -1.
O=C(Nc1ccc(O)c2c(=O)cc(-c3ccccc3Cl)oc12)c1ccc(Cl)cc1Cl was read as E-sel inducer 0.0, RAD52 anneal inh 3, ARNT-TACC3 inh -1, ERp5 block -11, esBAF inh -7, RAD54 branch 3, Casp6 inh 4 and PglD DTNB 5.
Cc1occc1C(=O)NNC(=O)c1ccc(F)cc1 was read as ARNT-TACC3 inh 3, esBAF inh 6, RAD54 branch -10 and PglD DTNB -5.
For O=C(NC1CCCCC1)C(c1ccc(O)cc1)N(C(=O)c1cnccn1)c1cccc(F)c1 (centres undefined) the results were E-sel inducer 0.1, RAD52 anneal inh 1, ERp5 block 4, esBAF inh -7, RAD54 branch -4, Casp6 inh -2 and PglD DTNB 0.
For COCCCn1c(=N)c(C(=O)NCC2CCCO2)cc2c(=O)n3cccc(C)c3nc21 (centres undefined) the results were ARNT-TACC3 inh 6, esBAF inh -3, RAD54 branch 27 and PglD DTNB -7.
COCC(=O)Nc1ccc2c(c1)OC[C@H](C)N(C)C[C@H](C)[C@H](OC)CN(C)C2=O was read as E-sel inducer 0.2, RAD52 anneal inh 11, ARNT-TACC3 inh -4, ERp5 block 4, esBAF inh -4, RAD54 branch 1, Casp6 inh -1 and PglD DTNB 1.
Screening NC(=O)Cn1ccc(O)c(Cc2ccc(Cl)cc2Cl)c1=O returned RAD52 anneal inh -8, ARNT-TACC3 inh -6, ERp5 block 1, esBAF inh -7, RAD54 branch -8, Casp6 inh 0 and PglD DTNB -3.
`COc1ccccc1C#Cc1ccc2c(c1)O[C@@H](CN(C)C(C)=O)[C@@H](C)CN([C@@H](C)CO)S2(=O)=O` gave E-sel inducer -0.1, RAD52 anneal inh 0, ARNT-TACC3 inh -3, ERp5 block -2, esBAF inh 5, RAD54 branch -6, Casp6 inh 5 and PglD DTNB 0.
COc1cccc(S(=O)(=O)N2C[C@H](O)COC[C@@H]3O[C@@H](CC(=O)N4CCOCC4)CC[C@H]32)c1 was read as E-sel inducer 0.1, RAD52 anneal inh 10, ARNT-TACC3 inh -14, ERp5 block -13, esBAF inh -3, RAD54 branch 1, Casp6 inh 0 and PglD DTNB -1.
`O=C(Cn1cnc2c(OCc3ccccc3)ncnc21)NCCc1c[nH]c2ccccc12` gave E-sel inducer 0.0, RAD52 anneal inh -8, ERp5 block 0, esBAF inh -10, RAD54 branch -7, Casp6 inh 1 and PglD DTNB 2.
`CCCNC(=O)C[C@H]1CC[C@@H]2[C@H](COC[C@H](O)CN2C(=O)CC)O1` gave E-sel inducer -0.2, RAD52 anneal inh -6, ARNT-TACC3 inh -5, ERp5 block 2, esBAF inh 0, RAD54 branch 7, Casp6 inh 4 and PglD DTNB 1.
O=C(NC1CCCCC1)c1ccc(CNc2nc(=S)[nH]c3ccccc23)cc1 was read as E-sel inducer -0.4, RAD52 anneal inh -5, ARNT-TACC3 inh 7, ERp5 block 0, esBAF inh 5, RAD54 branch 3, Casp6 inh 4 and PglD DTNB 1.
CCOC(=O)N1CCC(NC(=O)CN2C(=O)CCSc3ccccc32)CC1 was read as RAD52 anneal inh 2, ARNT-TACC3 inh -5, ERp5 block 2, esBAF inh -2, RAD54 branch -1, Casp6 inh 1 and PglD DTNB 5.
O=C(C[C@@H]1C=C[C@H](NC(=O)C2CCC2)[C@H](CO)O1)NC1CCCCC1 was read as E-sel inducer -0.2, RAD52 anneal inh -2, ERp5 block -6, esBAF inh 3, RAD54 branch -6, Casp6 inh 0 and PglD DTNB 7.
Screening Oc1c(Cl)cc(CN2CCCCC2)c2cccnc12 returned ARNT-TACC3 inh 77*, esBAF inh -39, RAD54 branch -2 and PglD DTNB -11.
Screening O=C(C[C@H]1CC[C@@H](NC(=O)c2ccncc2)[C@H](CO)O1)Nc1ccccc1 returned E-sel inducer 0.2, RAD52 anneal inh -2, ARNT-TACC3 inh -7, ERp5 block -5, esBAF inh -4, RAD54 branch 6, Casp6 inh -2 and PglD DTNB 0.
N#CCN1CCN(CC(=O)Nc2ccc(OCc3ccccc3)cc2)CC1 was read as ARNT-TACC3 inh -1, esBAF inh 24, RAD54 branch 1 and PglD DTNB -4.
Screening O=P(O)(O)c1ccccc1OCCCCCOc1ccccc1P(=O)(O)O returned ARNT-TACC3 inh 5, esBAF inh -11, RAD54 branch -2 and PglD DTNB 0.
Cc1noc(C)c1NC(=O)N(C)C[C@@H]1Oc2cc(C#CCC3CCCC3)ccc2S(=O)(=O)N([C@H](C)CO)C[C@H]1C was read as E-sel inducer 0.6, RAD52 anneal inh 20, ARNT-TACC3 inh 0, ERp5 block -2, esBAF inh 7, RAD54 branch -2, Casp6 inh -3 and PglD DTNB 2.
Screening CCOC(=O)C1C(C#N)=C(N)OC(C)=C1c1ccncc1 (centres undefined) returned ARNT-TACC3 inh 14, esBAF inh -2, RAD54 branch -2 and PglD DTNB 5.
For CCOC(=O)C1CCCN(S(=O)(=O)Cc2ccccc2Cl)C1 (centres undefined) the results were E-sel inducer 3.3, RAD52 anneal inh -3, ARNT-TACC3 inh -19, ERp5 block 8, esBAF inh 3, RAD54 branch 6, Casp6 inh 0 and PglD DTNB 2.
For COc1ccc(N2CCCn3c2nc2c3c(=O)n(Cc3ccccc3)c(=O)n2C)c(OC)c1 the results were RAD52 anneal inh -15, ARNT-TACC3 inh 4, ERp5 block -4 and Casp6 inh 0.
`NNC(=O)c1ccc(N2CCc3ccccc32)c([N+](=O)[O-])c1` gave E-sel inducer 0.1, RAD52 anneal inh -2, ARNT-TACC3 inh 8, ERp5 block 4, esBAF inh -12, RAD54 branch 6, Casp6 inh -5 and PglD DTNB 3.
Screening COc1cc(C2CC(=O)NC3=C2C(=O)CC(C)(C)C3)ccc1O (centres undefined) returned ARNT-TACC3 inh -28&19, esBAF inh 4&5, RAD54 branch -14&-17 and PglD DTNB -1&4.
For CN(C(=O)COC(=O)CNC(=O)CNC(=O)c1ccc(Cl)cc1Cl)c1ccccc1 the results were E-sel inducer 0.0, RAD52 anneal inh -6, ARNT-TACC3 inh 4, ERp5 block 4 and Casp6 inh -3.
C[C@H](CO)N1C[C@H](C)[C@@H](CN(C)Cc2ccncc2)Oc2ccc(NS(=O)(=O)c3ccc(F)cc3)cc2CC1=O was read as E-sel inducer 0.0, RAD52 anneal inh 15, ARNT-TACC3 inh -7, ERp5 block -4, esBAF inh -5, RAD54 branch -2, Casp6 inh 0 and PglD DTNB -2.
CC(=O)Nc1ccc(S(=O)(=O)N2CCN(CC(=O)NC3CCCC3)CC2)cc1 was read as ARNT-TACC3 inh -3, esBAF inh -11, RAD54 branch 1 and PglD DTNB -2.
For CCOC(=O)N1CCN(C(=O)c2ccc(CS(=O)c3cccc(C)c3)o2)CC1 (centres undefined) the results were E-sel inducer -0.1, RAD52 anneal inh 1, ERp5 block 4, esBAF inh -5, RAD54 branch 0, Casp6 inh 1 and PglD DTNB -1.

A section from the list above:
Screening O=P(O)(O)c1ccccc1OCCCCCOc1ccccc1P(=O)(O)O returned ARNT-TACC3 inh 5, esBAF inh -11, RAD54 branch -2 and PglD DTNB 0.
Cc1noc(C)c1NC(=O)N(C)C[C@@H]1Oc2cc(C#CCC3CCCC3)ccc2S(=O)(=O)N([C@H](C)CO)C[C@H]1C was read as E-sel inducer 0.6, RAD52 anneal inh 20, ARNT-TACC3 inh 0, ERp5 block -2, esBAF inh 7, RAD54 branch -2, Casp6 inh -3 and PglD DTNB 2.
Screening CCOC(=O)C1C(C#N)=C(N)OC(C)=C1c1ccncc1 (centres undefined) returned ARNT-TACC3 inh 14, esBAF inh -2, RAD54 branch -2 and PglD DTNB 5.
For CCOC(=O)C1CCCN(S(=O)(=O)Cc2ccccc2Cl)C1 (centres undefined) the results were E-sel inducer 3.3, RAD52 anneal inh -3, ARNT-TACC3 inh -19, ERp5 block 8, esBAF inh 3, RAD54 branch 6, Casp6 inh 0 and PglD DTNB 2.

Additional results follow.
Screening Cc1ncn(-c2ccc(C(=O)Oc3ccccc3)cn2)n1 returned RAD52 anneal inh 3, ARNT-TACC3 inh -1, ERp5 block 1 and Casp6 inh -1.
CS(=O)(=O)Nc1ccc2c(c1)nc1n2CCOC1 was read as ARNT-TACC3 inh -5, esBAF inh -8, RAD54 branch -2 and PglD DTNB -2.
CO[C@H]1CN(C)C(=O)c2cc(NC(=O)c3ccc4c(c3)OCO4)ccc2OC[C@H](C)N(CC2CC2)C[C@H]1C was read as E-sel inducer -0.3, RAD52 anneal inh 0, ARNT-TACC3 inh -6, ERp5 block -2, esBAF inh 3, RAD54 branch -3, Casp6 inh 2 and PglD DTNB 4.
For CCOc1ccccc1OCCCOc1ccc([N+](=O)[O-])cc1Cl the results were ARNT-TACC3 inh -2, esBAF inh 31, RAD54 branch -1 and PglD DTNB 0.
For O=C(COc1ccc(Br)cc1)N1CCCCCC1 the results were ARNT-TACC3 inh 3, esBAF inh 15, RAD54 branch -5 and PglD DTNB 2.
Screening C[C@@H]1CN([C@@H](C)CO)C(=O)c2cc(NC(=O)NC3CCCCC3)ccc2O[C@@H](C)CCCCO[C@H]1CN(C)CC1CC1 returned E-sel inducer 0.1, RAD52 anneal inh 21, ARNT-TACC3 inh 1, ERp5 block -5, esBAF inh -1, RAD54 branch 11, Casp6 inh -3 and PglD DTNB 0.
`O=C(Nc1ccc(Cl)cc1)Nc1ccc(N2CCOCC2)cc1` gave ARNT-TACC3 inh -2, esBAF inh 35, RAD54 branch -7 and PglD DTNB 2.
Screening CC1CCc2sc3c(c2C1)c(=O)n(CC(=O)O)c(=O)n3Cc1ccc(Cl)cc1 (centres undefined) returned E-sel inducer 0.0, RAD52 anneal inh -9, ARNT-TACC3 inh -2, ERp5 block 2, esBAF inh -6, RAD54 branch 5 and PglD DTNB -3.
Cc1cccc(N2CCN(C(=O)c3cc(S(=O)(=O)N4CCOCC4)cn3C)CC2C)c1 (centres undefined) was read as RAD52 anneal inh -5, ARNT-TACC3 inh 0, ERp5 block 3, esBAF inh -4, RAD54 branch 15, Casp6 inh 5 and PglD DTNB 1.
CCCCCC(=O)N1C[C@H](O)[C@@H](n2cc(C3CC3)nn2)C[C@@H]1c1ccc(OC)cc1 was read as E-sel inducer 0.1, RAD52 anneal inh -9, ERp5 block 4, esBAF inh 3, RAD54 branch 4, Casp6 inh 2 and PglD DTNB -4.
`CCCCNC(=O)C1c2ccccc2OCC(=O)N1Cc1ccccc1` (centres undefined) gave E-sel inducer -0.2, RAD52 anneal inh 8, ERp5 block -2 and Casp6 inh -4.
COCCCNC(=O)c1ccc2sc(C3=C[C@@H](O)[C@@H](O)[C@@H](CO)O3)nc2c1 was read as E-sel inducer -0.1, RAD52 anneal inh -26, ERp5 block 7, esBAF inh -3, RAD54 branch 5, Casp6 inh 16 and PglD DTNB 4.
For COc1ccc(S(=O)(=O)Oc2ccc3c(c2)O/C(=C\c2cccnc2)C3=O)cc1 the results were RAD52 anneal inh -17, ARNT-TACC3 inh 13, ERp5 block -8, esBAF inh 3, RAD54 branch 0, Casp6 inh -3 and PglD DTNB -2.
Screening CC(=O)Nc1ccc(C(=O)N2CCN(S(=O)(=O)c3ccc4c(c3)OCCCO4)CC2)cc1 returned E-sel inducer -0.4, RAD52 anneal inh 19, ARNT-TACC3 inh 16, ERp5 block 0, esBAF inh 4, RAD54 branch -5, Casp6 inh -140 and PglD DTNB -3.
For CC1(C)CNC(=O)C=C(c2ccccc2)C1 the results were ARNT-TACC3 inh -1, esBAF inh 5, RAD54 branch -4 and PglD DTNB 5.

Screening data from PubChem.
